Screens deposited in PubChem BioAssay by several laboratories.
ABHD5-PLIN5 inh: blocks binding of human ABHD5 to perilipin-5; Split G. princeps luciferase complementation, luminescence, 4 h; inhibition, % at 4 µM; 0.78% of 360,000 active; AID 602281;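 active = inhibition above the mean inhibition across every tested compound plus 3 SD, cut at about 22% in these data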;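 note: 0% = DMSO only wells and the 100% control is not disclosed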
Target sequence (Q00G26 whole entry, looked up): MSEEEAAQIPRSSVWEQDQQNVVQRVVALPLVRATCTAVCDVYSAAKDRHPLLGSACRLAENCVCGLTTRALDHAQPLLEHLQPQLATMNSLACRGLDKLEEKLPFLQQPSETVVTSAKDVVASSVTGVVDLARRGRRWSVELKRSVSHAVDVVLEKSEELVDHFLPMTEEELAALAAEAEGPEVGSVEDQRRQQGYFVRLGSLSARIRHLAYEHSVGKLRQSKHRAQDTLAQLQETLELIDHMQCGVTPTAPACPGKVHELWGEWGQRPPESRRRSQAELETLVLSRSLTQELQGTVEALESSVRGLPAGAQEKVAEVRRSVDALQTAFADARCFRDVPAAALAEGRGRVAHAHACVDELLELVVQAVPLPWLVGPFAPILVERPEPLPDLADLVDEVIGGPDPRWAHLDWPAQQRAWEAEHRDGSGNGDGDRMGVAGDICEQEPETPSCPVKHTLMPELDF
Target sequence (Q8WTS1 whole entry, looked up): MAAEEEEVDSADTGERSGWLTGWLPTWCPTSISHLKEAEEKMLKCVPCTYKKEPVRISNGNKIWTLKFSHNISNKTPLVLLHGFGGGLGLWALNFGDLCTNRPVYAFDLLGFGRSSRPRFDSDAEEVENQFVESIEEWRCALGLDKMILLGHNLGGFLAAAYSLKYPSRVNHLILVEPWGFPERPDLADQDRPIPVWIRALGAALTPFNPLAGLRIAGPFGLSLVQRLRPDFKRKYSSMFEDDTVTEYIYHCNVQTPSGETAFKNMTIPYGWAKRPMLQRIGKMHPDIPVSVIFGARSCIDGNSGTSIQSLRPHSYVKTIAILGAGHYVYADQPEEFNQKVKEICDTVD
N-glyco inh: N-linked glycosylation inhibition. D54 ERlucT glycosylation luciferase reporter, 24 h; percent of 100 nM tunicamycin response. reporter increase, % at 12.5 µM. 0.23% of 360,000 active. AID 588692;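 active = mean luciferase reporter signal, scaled so untreated is 0 and the glycosylation-blocking control 100, at or above a set limit in every replicate; inconclusive = mean reaches the limit but not every replicate does; inactive = mean below the limit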;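 note: luciferase carries N-glycosylation sites so blocking glycosylation raises the light; 0% = median of neutral control wells and 100% = median of 100 nM tunicamycin wells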
aDG glyco up: increases alpha dystroglycan glycosylation; activation, % at 10 µM; 0.22% of 360,000 active; AID 624168; Pro5-aDG cells, alpha-DG glycosylation AlphaScreen (IIH6); 0% Pro5, 100% B10-LARGE cell signal;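 active = activation of at least 8% versus controls, or a plate z-score of at least 8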;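 note: Pro5 are CHO cells carrying HIG-tagged alpha-DG that lacks glycosylation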
ABCB6 inh 2: human ABCB6 transporter inhibition; Q9NP58; 0.19% of 360,000 active; fluorescence ratio to DMSO, % at 10 µM; K562-ABCB6 porphyrin accumulation, flow cytometry, 1 h; hits give low values;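 active = fluorescence ratio to DMSO below 75%, the collection mean minus 3 SD; inconclusive = too few cells collected in the well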;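 note: signal is porphyrin accumulated inside mitochondria; 100% equals median channel fluorescence of DMSO control wells; lower ratio means ABCB6 inhibition with less porphyrin fluorescence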
Granule exo inh: blocks lytic granule exocytosis | inhibition, % at 10 µM | AID 651702 | 0.66% of 360,000 active | TALL-104 LAMP-1 surface exposure, flow cytometry; cells stimulated with thapsigargin and PMA;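 active = inhibition above about 55%, limit read from the data; inconclusive = no clear call, values can overlap the other calls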
MC4R antagonist: human MC4R antagonism in cAMP assay; AID 540295; MC4R-expressing cells, MTII-stimulated cAMP, LANCE TR-FRET; inhibition, % at 6.5 µM; 0.48% of 360,000 active; P32245;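 active = inhibition above its plate's cutoff, the mean of tested wells on that plate plus 3 SD, cut at about 29% in these data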;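 note: 0% = Melanotan II alone and 100% = Melanotan II plus saturating MCL0020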
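Assay system: human MC4R-expressing U2OS cells; reagent: Melanotan II stimulation of cells; dosing: 6.5 µM single dose; timing: compound 30 min, challenge 1 h, detection 1 h; signal: TR-FRET cAMP assay; replicates: one well per compound, no replicates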
MC4R barr agon: human MC4R agonism via beta-arrestin; P32245; U2OS MC4R beta-arrestin complementation, luminescence; percent of melanotan II response, DMSO zero; activation, % at 8.9 µM; 0.98% of 360,000 active; AID 540308;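 active = activation above a per-plate cutoff, the mean activation of sample wells on that plate plus 3 SD, cut at about 8% in these data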
HTR2A ag: agonists of mouse serotonin 5-HT2A receptor (HTR2A). P35363. 0.66% of 360,000 active. activation, % at 7.6 µM. CHO-K1 mHTR2A beta-arrestin complementation, luminescence; percent of 30 µM serotonin response;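 active = activation above a run cutoff, the mean activation of all tested compounds plus 3 SD, cut at about 14% in these data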;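 note: 0% = plate median of compound wells and 100% = 30 µM serotonin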
Cardio protect: myocardial damage modulation in H9c2 cells. 0.63% of 360,000 active. protection from H2O2 cell death, % at 20 µM. AID 588492. H9c2 cardiomyocytes, H2O2 injury protection, ATPLite, 2 h;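 active = compounds giving at least 50% protection of heart cells from peroxide-induced death in the single-dose screen, raw or plate-pattern-corrected value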;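 note: 0% = DMSO wells with peroxide and 100% = DMSO wells without peroxide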
hiPSC survival: increases survival of single human iPS cells; hiPSC single-cell survival, ATPlite luminescence; 100% = ROCK inhibitor wells, 0% = DMSO; 0.044% of 360,000 active; AID 602274; survival enhancement, % at 20 µM; in the data active = survival enhancement above about 18%;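 note: cells exposed to compounds for 16 hours before the ATP read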
* = called active by the depositor; ? = inconclusive; . = no result given.

SMILES	ABHD5-PLIN5 inh	N-glyco inh	aDG glyco up	ABCB6 inh 2	Granule exo inh	MC4R antagonist	MC4R barr agon	HTR2A ag	Cardio protect	hiPSC survival
COc1ccc(NC(=O)NS(=O)(=O)c2ccc(C)cc2)cc1OC	-3.5	6.0	0.0	96.0	-0.1	4.7	-1.6	-4.9	0.2	0.4
O=C(Nc1nc2c(F)cccc2s1)c1ccc([N+](=O)[O-])o1	-2.0	-1.5	0.2	94.0	5.9	7.6	-0.3	0.6	-12.8	-0.7
C=CCSc1nnc(C)c(/C=C/Nc2ccc(Cl)cc2)n1	-1.0	1.0	0.1	173.0	-5.0	17.6	0.6	-6.0	7.0	-1.5
COc1ccccc1NC(=O)Cn1c(=O)sc2ccccc21	-3.9	0.5	-0.2	105.0	-11.2	6.8	-2.0	-3.0	12.1	2.4
CCCOc1nc2ccccc2cc1/C=C/C(=O)O	-3.6	9.1	-0.3	101.0	-0.7	11.9	-4.7	-2.5	15.9	-1.3
COc1ccc(-c2cc3ccccc3n2CC(O)CN2CCC(C)CC2)cc1 (stereo not drawn)	-3.1	-11.1	0.4	94.0	1.3	3.9	0.8	-2.5	16.1	-2.3
Cc1cccc(C)c1NC(=O)CC(NCc1ccco1)C(=O)O (stereo not drawn)	-3.0	3.5	-0.3	101.0	-8.9	-2.5	-0.1	3.4	0.4	-0.3
NC(=Nc1c([N+](=O)[O-])cnc2ccccc12)N1CCOCC1	-4.5	-0.1	-0.1	96.0	9.8	.	.	-1.5	-0.1	0.2
CCCn1c(C(C)Nc2nc(-c3ccc(Cl)c([N+](=O)[O-])c3)cs2)nc2cc(Cl)c(N3CCCCC3)cc21 (stereo not drawn)	9.0	0.3	-0.2	98.0	3.3	0.3	-0.5	5.4	-6.4	0.6
CN1CCN(c2cc(-c3cccc(C(=O)O)c3)nc3ccnn23)CC1	-0.3	1.3	0.0	99.0	-1.4	-5.3	-0.3	3.2	10.7	-0.6
COC(=O)c1c(NC(=O)C2CCCCC2C(=O)O)sc2c1CCCCC2 (stereo not drawn)	1.7	0.7	0.1	97.0	1.6	-5.0	3.9	8.2	-5.4	0.6
C[N+](C)(C)C[C@H](O)CC(=O)O	-1.5	-0.2	0.2	91.0	-10.7	-2.3	-0.8	-0.6	10.6	-2.1
CC1=NN2C(=N)/C(=C\c3ccc(SCc4ccccc4)o3)C(=O)N=C2S1	-2.7	0.9	-0.1	100.0	-3.6	0.8	-1.2	5.2	8.5	-2.6
O=C(COC(=O)c1cc2ccccc2oc1=O)c1cccc([N+](=O)[O-])c1	-9.4	3.1	0.3	90.0	-1.5	3.5	-2.7	2.2	1.3	0.2
O=C(CSc1nnnn1-c1ccc(F)cc1)NCc1cccs1	2.5	1.6	-0.1	100.0	1.0	9.0	-0.5	0.8	7.4	-0.2
COc1ccc(/C=N/Nc2ccc(C(=O)O)cc2)c(OC)c1OC	-0.5	4.0	0.1	100.0	6.7	-12.5	-0.4	3.5	3.5	1.4
CCO[C@H]1OC(C(N)=O)=C[C@@H](c2ccccc2)[C@@H]1CCCO	0.6	2.6	0.2	104.0	-14.3	5.9	-1.3	2.7	5.5	9.4
COc1ccc(C(=O)NCCCNC(=O)c2cnccn2)cc1Br	-2.7	1.2	0.1	98.0	-5.1	8.6	-0.5	13.5	-4.0	-0.3
COc1ccc(NC(=S)N2CCN(C/C=C/c3ccccc3)CC2)cc1	4.8	-1.0	0.3	98.0	3.4	7.7	0.7	-5.8	-12.3	-2.0
CC1(CCc2ccccc2)NC(=O)N(CC(=O)Nc2ccccc2C#N)C1=O (stereo not drawn)	-3.5	0.5	-0.4	98.0	-1.0	6.3	0.2	0.9	4.6	0.1

Some of these compounds in order of SMILES length, descending.
SMILES	ABHD5-PLIN5 inh	N-glyco inh	aDG glyco up	ABCB6 inh 2	Granule exo inh	MC4R antagonist	MC4R barr agon	HTR2A ag	Cardio protect	hiPSC survival
CC1=NN2C(=N)/C(=C\c3ccc(SCc4ccccc4)o3)C(=O)N=C2S1	-2.7	0.9	-0.1	100.0	-3.6	0.8	-1.2	5.2	8.5	-2.6
CCO[C@H]1OC(C(N)=O)=C[C@@H](c2ccccc2)[C@@H]1CCCO	0.6	2.6	0.2	104.0	-14.3	5.9	-1.3	2.7	5.5	9.4
CC1(CCc2ccccc2)NC(=O)N(CC(=O)Nc2ccccc2C#N)C1=O (stereo not drawn)	-3.5	0.5	-0.4	98.0	-1.0	6.3	0.2	0.9	4.6	0.1
COC(=O)c1c(NC(=O)C2CCCCC2C(=O)O)sc2c1CCCCC2 (stereo not drawn)	1.7	0.7	0.1	97.0	1.6	-5.0	3.9	8.2	-5.4	0.6
COc1ccc(NC(=S)N2CCN(C/C=C/c3ccccc3)CC2)cc1	4.8	-1.0	0.3	98.0	3.4	7.7	0.7	-5.8	-12.3	-2.0
COc1ccc(C(=O)NCCCNC(=O)c2cnccn2)cc1Br	-2.7	1.2	0.1	98.0	-5.1	8.6	-0.5	13.5	-4.0	-0.3
O=C(CSc1nnnn1-c1ccc(F)cc1)NCc1cccs1	2.5	1.6	-0.1	100.0	1.0	9.0	-0.5	0.8	7.4	-0.2
C[N+](C)(C)C[C@H](O)CC(=O)O	-1.5	-0.2	0.2	91.0	-10.7	-2.3	-0.8	-0.6	10.6	-2.1

Later entries.
SMILES	ABHD5-PLIN5 inh	N-glyco inh	aDG glyco up	ABCB6 inh 2	Granule exo inh	MC4R antagonist	MC4R barr agon	HTR2A ag	Cardio protect	hiPSC survival
O=C(c1ccc(NS(=O)(=O)c2cccs2)cc1)N1CCN(c2ccccc2Cl)CC1	1.9	-1.2	-0.1	98.0	1.3	26.9	-2.5	-4.1	-8.9	1.5
COc1ccc(C2C(C#N)=C(N)Oc3c2ccc2cccnc32)cc1OC (stereo not drawn)	-0.9	4.6	-1.0	102.0	6.1	-7.1	-3.5	-4.5	20.6	-2.2
COc1ccccc1C1CCN(Cc2ccc(Cl)c(Cl)c2)CC1	-4.6	-5.0	-0.1	92.0	44.9	-2.1	2.5	-14.8	-8.0	4.3
COc1ccccc1NC(=O)CSc1nnc(Cc2ccccc2)o1	3.8	-1.2	0.1	92.0	-1.0	3.4	0.9	4.2	8.7	-1.9
CCOC(=O)c1cnc(SCc2cccc3ccccc23)nc1N	4.9	0.6	0.1	91.0	-4.0	-9.1	-2.9	-4.8	-3.8	-3.0
Nc1nn(-c2ccccc2)c(N)c1N=Nc1ccccc1	-5.2	11.4	-0.4	99.0	-0.7	-14.0	-2.9	-5.4	0.1	-3.8
CCCCCCCCNC(CO)(CO)CO	-4.4	0.8	-0.1	100.0	2.8	16.1	1.4	5.0	0.7	-0.8
Cc1cccc(C(=O)Oc2cccc3c(O)cccc23)c1	3.1	0.0	0.4	95.0	1.2	3.2	4.8	-0.5	-8.1	-0.2
COC(=O)C[C@@H]1C[C@H]2c3cc(NC(=O)CC4CC4)ccc3O[C@H]2[C@@H](CO)O1	4.9	-0.5	0.0	98.0	-0.8	1.6	-0.4	-0.6	0.5	4.8
CCc1ccccc1NC(=S)N(Cc1ccco1)C(C)c1cccs1 (stereo not drawn)	0.1	0.1	0.0	99.0	1.2	22.8	0.1	4.5	-2.2	-0.5
O=C1c2cc([N+](=O)[O-])ccc2-c2ncccc21	3.7	-0.1	0.2	103.0	-2.6	4.2	-0.5	-1.1	-3.4	2.4
Cc1cc(Cl)c(S(=O)(=O)Nc2cc(S(=O)(=O)N3CCOCC3)ccc2F)cc1OCC(N)=O	5.8	0.4	0.3	96.0	-1.1	-8.4	-1.6	9.7	-5.2	-0.2
COc1ccc(S(=O)(=O)Nc2ccccc2-c2nc3ccccc3[nH]c2=O)cc1	11.6	1.8	-0.2	102.0	5.4	2.7	0.8	-1.3	3.3	-0.4
COc1cc(NC(=O)CCN2CCN(c3ccccc3F)CC2)cc(OC)c1	-0.1	1.5	0.7	92.0	-2.4	8.1	-0.5	13.6	-1.1	-0.4
COc1ccc(CCNc2ncnc3[nH]ncc23)cc1OC	2.7	-2.2	0.3	91.0	-2.0	11.4	-0.4	2.5	-15.0	-3.8
O=C(OCc1nnc(-c2ccccc2)o1)c1cccc(-n2cnnn2)c1	-1.1	1.9	-0.1	93.0	0.4	11.4	-2.6	-1.5	-3.5	-0.5
CSc1ncc(Cl)c(C(=O)Nc2c(C)cccc2C)n1	-8.2	1.6	0.1	97.0	-5.5	6.7	-0.3	-0.4	2.5	-0.1
CN(C)C(CNC(=O)c1cc(S(=O)(=O)N(C)c2ccc(F)cc2)ccc1Cl)c1ccco1 (stereo not drawn)	7.6	-1.6	0.5	99.0	10.1	7.1	-4.1	0.8	-0.7	-0.3
O=C(NCc1ccccc1)c1cc(-c2ccncc2)nc2ccccc12	8.6	3.0	0.3	94.0	0.7	1.2	-0.4	-10.5	14.8	-0.8
CN1C2CCC1/C(=C/c1cccn1C)C(=O)/C2=C\c1cccn1C	21.6	0.4	-0.5	99.0	-0.9	-12.6	-3.8	-3.4	9.1	1.6
COCCCNC(=O)C(C#N)c1nc2ccccc2nc1N1CCN(Cc2ccccc2)CC1 (stereo not drawn)	1.9	1.9	-0.1	113.0	6.4	12.8	1.4	-2.9	14.1	2.4
Cc1cccc(-c2nnc3n2N=C(c2ccccc2Br)CS3)c1	3.2	-1.7	0.8	88.0	37.8	7.6	0.0	-7.2	-16.3	-2.3
CC(=O)n1nc(-c2ccncc2)nc1SCC(=O)Nc1cccc(Cl)c1	4.4	1.1	-0.1	99.0	7.1	15.3	-0.9	11.8	5.7	-0.2
N#CC1(NC(=O)COC(=O)CCCN=C2NS(=O)(=O)c3ccccc32)CCCCC1	4.6	1.1	0.1	95.0	-1.1	-6.1	-2.2	1.6	-3.5	-0.4
CC(C)=NNc1nc2sc3c(c2c(=O)[nH]1)CC(C)(C)OC3	-0.9	0.0	-0.2	99.0	-1.1	-18.2	5.7	-3.6	0.1	-2.3
Cc1ccc2cc(NC(=O)CC(CC(=O)O)c3ccccc3)ccc2n1 (stereo not drawn)	-1.4	1.0	-0.1	98.0	0.2	13.1	-1.1	4.7	6.1	0.2
COC(=O)c1cccnc1-n1c(=O)c2cccnc2n(Cc2cccc(C(F)(F)F)c2)c1=O	-3.5	2.2	0.0	100.0	3.0	0.3	0.3	-2.0	-8.4	-0.6
COc1ccc(CNC(=S)Nc2ccc(Br)cc2)cc1	-4.6	-0.2	-0.1	95.0	4.5	13.3	-0.3	-3.0	-5.3	-0.2
COc1ccc(-n2c(NNC(C)=O)nc3sc4c(c3c2=O)CCCC4)cc1	4.8	?	-0.1	99.0	-2.1	21.2	-1.6	-2.1	0.3	-0.1
CCC(c1nnnn1-c1c(C)cccc1C)N1CCN(C/C=C/c2ccccc2)CC1 (stereo not drawn)	3.2	-5.9	-0.3	98.0	12.5	.	.	27.1*	-4.9	-1.7
C#CCNC(=O)C1=C[C@@H](C2CCCCC2)C[C@@H](OCCCCO)O1	1.2	0.5	0.0	99.0	-7.1	4.7	0.9	3.9	-1.3	1.2
